Compound activity: PubChem BioAssay, several laboratories
NR5A2 inv ag = suppresses constitutive activity of human LRH-1. inhibition, % at 3.6 µM. O00482. HEK293T StAR-luciferase reporter, LRH-1 transfected, 24 h. actives 0.13% (n = 360,000);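 active means inhibition above the mean inhibition of all tested compounds plus 3 SD, cut at about 73% in these data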;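 further: 0% = DMSO wells and 100% = reporter-only cells lacking LRH-1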
COUP-TFII inh = NR2F2 (human) inhibition, primary screen; P24468; HEK293T NGFI-A luciferase reporter, luminescence; inhibition, % at 8.6 µM; actives 0.7% (n = 370,000); AID 686940;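 active means inhibition above a per-plate cutoff, mean inhibition of test wells between control levels plus 3 SD, cut at about 38% in these data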;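 further: cells cotransfected with COUP-TFII expression vector driving the NGFI-A reporter; 0% = median of COUP-TF2 test wells and 100% = reporter-only cells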
SRC3 inh = human NCOA3 inhibition | actives 0.17% (n = 360,000) | HEK293 GAL4-SRC3 luciferase reporter, luminescence | inhibition, % at 3.6 µM;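 active means inhibition above a per-campaign cutoff, the mean of all compounds plus 3 SD, cut at about 60% in these data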;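 further: 0% = DMSO-treated cells and 100% = gossypol-treated cells at 36 µM; higher means less SRC3-driven luciferase light from the GAL4 reporter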
Target sequence (Q9Y6Q9 whole entry, looked up, the tested form may be a part): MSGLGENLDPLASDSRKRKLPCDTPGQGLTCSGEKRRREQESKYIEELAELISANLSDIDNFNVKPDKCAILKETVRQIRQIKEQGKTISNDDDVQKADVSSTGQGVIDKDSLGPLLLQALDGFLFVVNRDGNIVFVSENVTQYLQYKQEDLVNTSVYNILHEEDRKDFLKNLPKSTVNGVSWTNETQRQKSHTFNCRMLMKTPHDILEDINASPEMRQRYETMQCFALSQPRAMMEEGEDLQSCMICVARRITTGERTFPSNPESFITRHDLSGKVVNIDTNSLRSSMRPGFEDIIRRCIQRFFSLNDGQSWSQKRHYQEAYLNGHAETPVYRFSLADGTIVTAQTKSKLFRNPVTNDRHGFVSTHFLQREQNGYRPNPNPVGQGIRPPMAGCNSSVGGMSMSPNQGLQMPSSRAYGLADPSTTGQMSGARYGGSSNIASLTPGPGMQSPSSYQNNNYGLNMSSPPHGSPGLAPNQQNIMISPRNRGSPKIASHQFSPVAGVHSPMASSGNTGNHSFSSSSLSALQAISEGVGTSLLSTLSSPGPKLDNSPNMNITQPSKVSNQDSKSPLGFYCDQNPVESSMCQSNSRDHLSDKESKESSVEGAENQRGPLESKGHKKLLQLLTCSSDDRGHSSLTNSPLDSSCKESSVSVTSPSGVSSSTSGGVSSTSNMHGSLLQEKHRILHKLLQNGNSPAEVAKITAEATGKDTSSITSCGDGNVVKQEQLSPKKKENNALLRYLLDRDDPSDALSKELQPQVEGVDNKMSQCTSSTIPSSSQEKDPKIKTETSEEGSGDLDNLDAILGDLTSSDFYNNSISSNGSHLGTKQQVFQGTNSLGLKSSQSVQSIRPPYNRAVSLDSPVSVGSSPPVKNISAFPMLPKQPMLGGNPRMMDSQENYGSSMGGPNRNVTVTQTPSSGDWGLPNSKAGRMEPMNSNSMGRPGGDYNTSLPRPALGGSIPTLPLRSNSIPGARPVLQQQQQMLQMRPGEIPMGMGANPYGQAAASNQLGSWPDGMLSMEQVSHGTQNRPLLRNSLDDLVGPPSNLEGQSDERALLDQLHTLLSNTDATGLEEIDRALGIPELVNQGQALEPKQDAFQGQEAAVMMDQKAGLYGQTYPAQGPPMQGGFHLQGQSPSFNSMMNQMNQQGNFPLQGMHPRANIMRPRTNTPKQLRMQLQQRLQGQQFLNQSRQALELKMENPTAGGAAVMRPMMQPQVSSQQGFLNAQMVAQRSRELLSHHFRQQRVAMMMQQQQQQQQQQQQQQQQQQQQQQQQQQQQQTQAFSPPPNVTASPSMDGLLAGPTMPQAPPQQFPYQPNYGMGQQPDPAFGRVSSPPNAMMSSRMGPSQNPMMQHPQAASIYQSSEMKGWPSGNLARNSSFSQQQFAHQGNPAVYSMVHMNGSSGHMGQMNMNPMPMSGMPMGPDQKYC
EBV LMP1 NFkB = inhibitors of Epstein-Barr LMP1-induced NF-kappaB reporter; inhibition, % at 12.5 µM; LMP1-induced NF-kappaB luciferase reporter cells, luminescence; actives 0.69% (n = 350,000); in the data active means inhibition above about 41%;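 further: 0% = neutral control wells and 100% = reference inhibitor control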
SRC2 inh = inhibits human steroid receptor coactivator 2. actives 0.17% (n = 370,000). inhibition, % at 9 µM. Q15596. HEK293 GAL4-SRC2 luciferase reporter, luminescence;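 active means inhibition above the mean inhibition of all tested compounds plus 3 SD, set per campaign, cut at about 52% in these data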;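 further: 0% = DMSO treated cells and 100% = cells given Gossypol at 36 µM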
TRAIL sens C8 = sensitizes caspase-8 expressing cells to TRAIL; AID 624354; NB7+C8 cells + TRAIL, ATPlite viability luminescence; inhibition (viability loss, TRAIL sensitization), % at 10 µM; actives 1% (n = 360,000);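 active means compounds causing at least 50% loss of cell viability in the single-dose screen, relative to plate controls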
TROY signal inh = blocks TROY-dependent signaling in reporter cells; Q293 LMP1-TROYcd NF-kB luciferase reporter, 4 h; inhibition, % at 10 µM; actives 0.98% (n = 360,000); AID 1347056;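 active means compounds whose plate-normalised and pattern-corrected inhibition of the luciferase reporter signal at the single screening dose is 50% or more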
SRC1 inh = inhibits human SRC1 coactivator. Q15788. HEK293 GAL4-SRC1 luciferase reporter, luminescence. inhibition, % at 3.6 µM. actives 0.12% (n = 360,000). AID 588354;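 active means inhibition above the campaign mean plus 3 SD, with each screening campaign given its own cutoff, cut at about 60% in these data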;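 further: 0% = DMSO treated cells and 100% = gossypol at 36 µM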
TWEAK-Fn14 inh = blocks TWEAK-Fn14 interaction in a reporter cell assay; inhibition, % at 10 µM; AID 1159606; actives 2% (n = 360,000); TWEAK-stimulated Fn14 reporter cells, luciferase luminescence, 8 h; in the data active means inhibition above about 50%
KKLEB cytotox = reduces viability of KKLEB cystic fibrosis airway cells; KKLEB CF airway cells viability, ATPlite luminescence, overnight; active compounds read low; cells stimulated with P. aeruginosa culture filtrate; activity change (cytotoxicity), % at 5 µM; actives 0.36% (n = 360,000); AID 602141;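 active means corrected activity change at or below -50% at 5 µM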
CF NFkB block = cystic fibrosis NF-kB activation inhibition; inhibition, % at 5 µM; KKLEB NF-kB-GFP reporter, PAF-induced, GFP fluorescence overnight; AID 588850; actives 0.86% (n = 360,000);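 active means at least 50% inhibition at 5 µM, scaled per plate between neutral and stimulator controls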;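 further: PAF is a Pseudomonas aeruginosa culture filtrate used as stimulus; plate controls were PAF-stimulated DMSO wells for no effect and unstimulated DMSO wells for full effect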
* = called active by the depositor; . = no result given.

SMILES	NR5A2 inv ag	COUP-TFII inh	SRC3 inh	EBV LMP1 NFkB	SRC2 inh	TRAIL sens C8	TROY signal inh	SRC1 inh	TWEAK-Fn14 inh	KKLEB cytotox	CF NFkB block
O=C(NCCCN1CCCC1=O)NC12CC3CC(CC(C3)C1)C2	7.7	-8.4	16.4	-0.2	-3.2	-9.9	11.6	3.6	0.4	4.1	2.7
Cc1cc(S(=O)(=O)NCC(c2ccc(F)cc2)N2CCN(C)CC2)ccc1F (stereo not drawn)	-32.7	-10.2	12.0	-1.8	-13.7	-11.8	-20.2	2.3	-4.9	-14.1	16.5
COc1ccc(CNC(=O)CN2C(=O)NC(C)(c3cccc(Br)c3)C2=O)cc1 (stereo not drawn)	-4.5	15.3	-2.9	2.6	-2.8	-28.1	3.7	-18.1	-2.8	8.5	-13.5
CC1CN=C(N(Cc2ccccc2)C(=O)Nc2ccccc2)S1 (stereo not drawn)	-32.7	-5.1	2.2	-3.7	-17.4	-4.4	-27.7	-19.7	-3.2	8.3	-23.0
CN1C(=O)C2(OCC(CO)([N+](=O)[O-])CO2)c2ccccc21 (stereo not drawn)	-2.0	-7.6	-35.8	-9.8	-24.3	8.1	-7.0	-8.9	-2.6	-0.1	1.5
Cc1cc(C(=O)N/N=C/c2ccc(O)c(O)c2O)c(C)n1-c1ccccc1	-14.9	5.7	-20.2	-7.0	-4.9	36.2	40.2	-9.3	40.1	3.5	-3.6
O=C(/C=C/c1cccc(F)c1)Nc1ccc(S(=O)(=O)Nc2ncccn2)cc1	-26.2	-0.7	-12.1	-1.9	-10.7	16.7	1.9	-11.3	-2.2	-12.5	19.1
O=C(NCc1cccc(Br)c1)C1CC(c2cc(C(F)(F)F)cc(C(F)(F)F)c2)=NO1 (stereo not drawn)	5.1	-3.7	9.0	8.8	12.1	9.1	1.9	-17.9	2.9	-20.5	14.2
CCOC(=O)Cn1cc(/C=N/NC(=O)CC#N)c2ccccc21	23.2	-6.0	1.9	9.3	21.2	11.9	-8.1	0.0	1.8	15.1	-14.6
Cc1c(Cl)c([N+](=O)[O-])nn1CC(=O)Nc1c(C)n(C)n(-c2ccccc2)c1=O	15.3	-19.7	-7.2	-1.8	3.4	-3.8	0.6	-3.2	-4.5	6.6	-7.5
C/C(CC(=O)Nc1ccc(N(C)C)cc1)=N\NC(=O)c1ccc([N+](=O)[O-])cc1Cl	0.7	0.8	-19.4	-1.5	-6.2	-10.1	9.1	2.6	-14.7	-7.7	-9.0
COC(=O)C1(C)NC(c2ccco2)C2C(=O)N(c3ccc(C)cc3)C(=O)C21 (stereo not drawn)	6.2	5.5	2.9	-13.7	-0.4	1.5	2.9	3.9	-2.4	11.0	4.0
CCCc1cc(C(=O)N2CCN(c3ccc(C(F)(F)F)cn3)CC2)sc1C	-11.7	9.7	11.1	23.7	9.2	-10.1	1.2	-6.6	-13.5	-6.5	4.5
CN(C)c1ccc(C#Cc2ccc3cc(CCCO)oc(=O)c3c2)cc1	-4.0	-26.6	-79.5	-19.2	-14.6	31.3	-32.7	-60.0	3.1	-9.4	-3.3
O=C(O)CCN1C(=O)C2C3c4ccccc4C(c4ccccc43)[C@@H]2C1=O (stereo partly drawn)	11.1	-10.2	5.3	-5.7	-15.9	10.4	7.5	-3.0	9.4	0.1	5.5
CNc1nc(Nc2ccccc2)nc(OCC(F)(F)F)n1	-4.3	14.9	1.2	9.6	-2.3	4.6	-14.2	-33.7	-10.2	-22.4	39.0
CC(C(=O)NCc1ccccc1)N1CCN(c2ccc(F)cc2)CC1 (stereo not drawn)	6.3	14.1	-2.2	-2.9	-4.3	1.9	17.1	-10.6	8.6	1.4	-10.9
Cc1cc(S(=O)(=O)N2CCN(c3ncccn3)CC2)ccc1-n1cnnn1	-0.9	1.6	24.1	3.0	22.7	-14.0	-2.8	15.3	-4.9	-3.0	0.0
CCCCc1cc(=O)oc2cc(C)cc(OC(C)C(=O)O)c12 (stereo not drawn)	-4.0	-1.8	-2.4	-9.9	10.4	-5.6	1.6	-9.8	5.2	6.0	5.9
Cc1nc2ccccc2nc(C)c1=NOCc1ccccc1Cl	-58.5	-22.6	-88.5	3.1	-58.1	6.0	-24.1	-124.3	-1.0	-8.6	18.8
Cc1c(/C=C(\C#N)C(=O)NCc2ccccc2)cc(C#N)n1C	12.8	0.9	-14.4	5.0	-10.5	8.3	-7.1	-0.8	-20.9	0.3	-3.8
Cc1ccccc1C(=O)N1CCC(C(=O)NC2CCCCC2)CC1	20.3	0.8	-5.7	-4.6	-20.6	8.5	-7.8	-4.2	30.1	-5.1	-26.6
Cc1ccc(-c2nnnn2-c2ccc(C)cc2)cc1	-2.9	18.5	-12.4	0.3	-24.2	-1.6	-4.7	-4.5	-3.2	7.6	4.4
O=C(c1cccc(S(=O)(=O)Nc2ccccc2Cl)c1)N1CCN(C(=O)c2ccco2)CC1	-1.0	22.1	16.2	-6.3	2.6	3.5	11.6	-0.9	-14.0	2.1	-7.2

Record cards (already shown):
CC(C(=O)NCc1ccccc1)N1CCN(c2ccc(F)cc2)CC1 (stereo not drawn) is listed as NR5A2 inv ag = 6.3; COUP-TFII inh = 14.1; SRC3 inh = -2.2; EBV LMP1 NFkB = -2.9; SRC2 inh = -4.3; TRAIL sens C8 = 1.9; TROY signal inh = 17.1; SRC1 inh = -10.6; TWEAK-Fn14 inh = 8.6; KKLEB cytotox = 1.4; CF NFkB block = -10.9
Cc1ccc(-c2nnnn2-c2ccc(C)cc2)cc1 is listed as NR5A2 inv ag = -2.9; COUP-TFII inh = 18.5; SRC3 inh = -12.4; EBV LMP1 NFkB = 0.3; SRC2 inh = -24.2; TRAIL sens C8 = -1.6; TROY signal inh = -4.7; SRC1 inh = -4.5; TWEAK-Fn14 inh = -3.2; KKLEB cytotox = 7.6; CF NFkB block = 4.4

The list goes on:
SMILES	NR5A2 inv ag	COUP-TFII inh	SRC3 inh	EBV LMP1 NFkB	SRC2 inh	TRAIL sens C8	TROY signal inh	SRC1 inh	TWEAK-Fn14 inh	KKLEB cytotox	CF NFkB block
CCCCOC(=O)c1ccc(NC(=O)COC(=O)C2CSC3(C)CCC(=O)N23)cc1 (stereo not drawn)	-18.3	-30.5	-39.1	-1.3	-45.0	8.0	-1.2	-12.6	-20.5	9.1	-7.5
Cc1c(Cl)cccc1NC(=O)CCCCCN1C(=O)CCC1=O	13.1	1.6	3.5	1.9	5.9	-4.1	-7.2	-2.7	5.2	-1.8	1.6
COc1cc(C=O)ccc1OCC(=O)Nc1ccc2c(c1)OCO2	7.9	-3.1	10.9	-14.0	-7.3	-1.2	-25.8	-1.6	-18.9	-5.2	0.9
COc1cccc(Cl)c1NC(=O)N1CCN(c2ccnc3cc(Cl)ccc23)CC1	7.9	-10.0	20.2	39.4	-16.0	4.9	27.2	-0.9	-0.4	-2.3	0.8
CC(=O)Nc1cccc(OCC(=O)Nc2ccccc2)c1	-59.7	-33.7	-67.2	-12.3	-26.5	8.1	-54.1	-52.2	-18.3	-11.8	8.1
N#CC12COC3(CCCCC3C1(C#N)C#N)OC2=N (stereo not drawn)	7.2	-0.7	12.1	-5.5	8.4	-7.9	9.7	-0.3	11.8	-4.7	-9.9
CCS(=O)(=O)N1CCN(c2ccc(C(=O)NC3C4CC5CC(C4)CC3C5)cc2[N+](=O)[O-])CC1 (stereo not drawn)	-7.2	3.7	-5.4	16.0	12.9	18.6	19.8	4.0	18.6	6.5	11.9
O=C(c1ccncc1)N1CCN(S(=O)(=O)c2cccc(Cl)c2)CC1	8.1	-8.2	14.1	-8.7	-8.1	0.4	-26.2	-1.4	-5.3	9.4	1.7
O=C(COC(=O)CNC(=O)c1ccccc1)Nc1ccc(S(=O)(=O)N2CCCC2)cc1	-5.8	-10.5	4.4	0.6	18.5	-9.5	2.6	8.7	0.0	-3.1	6.3
COc1ccc(S(=O)(=O)N2CCN(CC(=O)Nc3ccccc3Cl)CC2)cc1	15.0	-1.2	10.9	0.5	18.8	-16.6	-11.1	7.7	-20.0	-19.2	18.1
CC1CC(C)CN(CCCNC(=O)Cc2c(C(=O)O)[nH]c3ccccc23)C1 (stereo not drawn)	11.1	-0.6	-14.3	-0.5	-11.0	-25.3	9.7	-1.2	-10.7	-7.1	-6.9
Cc1ccc(S(=O)(=O)N2CCOCC2)cc1C(=O)N1CCN(c2ncccn2)CC1	-6.9	12.3	14.6	-1.2	-11.5	-17.4	18.2	2.5	-12.4	6.0	6.2
COC(c1ccccc1)c1nnc(CCC(=O)NCCc2ccc(Cl)cc2)o1 (stereo not drawn)	-13.1	-5.7	0.6	-10.3	12.9	-15.4	10.5	9.9	-3.0	-0.4	8.1
CNc1nc(N)c([N+](=O)[O-])c(NCCO)n1	16.3	-8.5	10.8	-8.1	9.5	-2.9	11.4	-3.2	-9.1	9.2	-1.5
Cc1cccc(NC(=O)c2ccc3c(c2)OCCO3)c1	-95.9	-43.4	-75.7	9.5	-5.0	87.0*	3.4	-62.4	36.2	-34.8	5.3
C[C@@H]1Cn2cnc(C(=O)NCC(=O)OC(C)(C)C)c2C(=O)N1	9.6	2.5	-8.0	1.5	-6.6	-7.5	3.9	1.5	2.2	-3.6	-5.0
COc1cccc(/C=N/NC(=O)C(=O)N2CCCC2)c1O	-14.7	-16.4	-27.7	-8.5	-6.1	12.0	-30.1	-74.6	-1.3	-1.7	-23.8
COc1cc2ccccc2cc1C(=O)N/N=C/c1cccs1	17.3	-26.4	-10.2	23.7	-3.9	-4.1	-16.5	7.1	-26.2	-7.0	2.3
CCOc1ccccc1NC(=O)NCc1cccnc1	7.9	10.2	9.3	-5.4	3.3	-7.5	7.2	7.6	-12.7	-12.7	-2.5
COc1ccccc1-c1ccc2nnc(SCC(=O)N3CCCC3)n2n1	11.1	5.3	9.4	0.6	-27.3	-1.0	-10.8	20.3	-14.0	22.1	-20.0
Cn1cc(CN2CCC(C(O)c3cccs3)CC2)c(-c2cccc(Cl)c2)n1 (stereo not drawn)	12.1	-11.8	5.5	6.9	13.8	-5.7	-7.8	-1.3	-2.5	-4.7	3.7
CCCc1nc(SCc2ccc(Cl)cc2Cl)n[nH]1	-22.3	-9.9	-11.0	-3.4	-2.9	-1.0	-38.6	-8.8	-9.9	-14.3	-6.6
CCCCCc1nnc(NC(=O)c2ccc3nc[nH]c3c2)s1	-13.5	-7.0	0.2	-1.4	-4.7	-20.9	-22.5	-5.2	-4.2	-0.1	34.0
O=C(CSc1nnnn1-c1ccccc1)Nc1ccccc1	-5.5	-1.5	-1.6	3.6	3.8	2.3	5.1	4.4	-22.1	1.7	-3.9
CC(C)C[C@@H]1NC(=O)[C@H](CO)NC(=O)c2cc([N+](=O)[O-])cc(I)c2OCC[C@@H](C(N)=O)NC1=O	2.2	.	-3.5	0.3	.	-0.3	7.5	-5.8	-0.6	-2.8	10.6
Cc1nn(C)c(C(=O)N/N=C/c2cccnc2)c1Cl	0.6	-1.7	-2.0	-3.2	17.9	-10.0	32.3	-11.7	2.3	2.8	13.9
Cc1onc(-c2ccccc2)c1C(=O)N1CCN(c2ccc([N+](=O)[O-])cc2)CC1	5.3	24.7	9.8	-2.2	9.9	-10.4	-28.8	-109.4	-5.8	-13.7	-18.3
Cc1cc(=O)[nH]c(SCC(=O)Nc2nnc(CC(C)C)s2)n1	6.2	-8.0	0.3	-1.8	1.8	-14.4	-2.6	-3.6	-0.8	2.7	11.1
